Screens from PubChem BioAssay.
D3 ag: activates the human D3 dopamine receptor; D3R DiscoveRx beta-arrestin cells, luminescence, 90 min; max activation, %; 410,000 compounds, 0.58% hits; AID 652048; in the data active = max activation above about 30%; note: 0% is about no effect; mostly tested at two doses, the higher about 12 µM
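Agonist-mode cell screen: cells plated at 1500/well and incubated overnight at 37 °C, then exposed to library compounds for 90 min at 37 °C. Detection reagent was added for 30–60 min at room temperature, and luminescence was read.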
FUS suppressor: rescues growth of FUS-expressing yeast; S. cerevisiae FUS-expressing, growth rescue, OD600, 24 h; Potency, µM (titrated, usually from 76.6 µM), for the others: top-dose growth rescue (activation), actives largely listed as activators; 390,000 compounds, 0.24% hits; AID 1347120;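 note: potency is the fitted concentration of half-maximal effect; plate controls were DMSO vehicle for no effect and reference control for full effect; nearly all actives have a fitted effect of over 55% in size; some results filed as inactive show a strong effect at the top dose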
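Galactose (2%) drives FUS expression in yeast precultured in raffinose; seeding density OD 0.005. Test compounds incubated 24hr at 30C and 99% humidity before absorbance at 600 nm was measured.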
TDP-43 yeast inh: inhibitors of TDP-43 toxicity in yeast; TDP-43 expressing yeast growth rescue, BacTiter-Glo, 24 h; Potency, µM (highest dose often 46.1 µM), for the others: at the top dose growth rescue (activation), usual class: activators; 410,000 compounds, 1.8% hits; note: potency is the fitted concentration of half-maximal effect; % of control where 0% means no effect; nearly all actives have a fitted effect of over 50% in size
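Yeast expressing TDP-43 (pregrown in raffinose, seeded at OD600=0.02 in galactose medium) exposed to compounds 24 hr at 30 deg C. Growth read by BacTiter-Glo luminescence; rescue of toxicity appears as increased signal.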
Abeta rescue: A-beta toxicity reversal in yeast; yeast expressing A-beta42, growth rescue, OD600, 48 h; response scale: 0% DMSO, 100% iron-clioquinol control; 410,000 compounds, 0.063% hits; Potency, µM (top dose mostly 46.1 µM), for inactives: top-dose growth rescue, actives largely listed as activators; note: potency is the fitted concentration of half-maximal effect; nearly all actives have a fitted effect of over 55% in size
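Growth rescue measured by 600 nm absorbance after 48 h yeast culture at 30 C with compound. Values normalized between DMSO and an equimolar ferric chloride plus clioquinol control.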
DRD3 antagonist: antagonists of human D3 dopamine receptor; P35462; max response, negative = inhibition, %; 360,000 compounds, 2.5% hits; D3R cells, DiscoveRx beta-arrestin luminescence, antagonist mode; active compounds read low; in the data active = max response below about -50%; inconclusive = no clear call, values can overlap the other calls; note: % is set by controls: 0 for no effect and ±100 for the full control effect; mostly tested at two doses, the higher about 12 µM
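Cells expressing the human receptor were seeded at 1500 cells/well, incubated overnight at 37 degrees C in 5% CO2, then exposed to library compounds with dopamine controls for 90 minutes at 37 degrees C before luminescent detection.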
EPAC2 ag: activates human EPAC2 exchange factor. Q8WZA2. EPAC2 activation, biochemical qHTS; response scale: 100% = 6.5 mM cAMP response. Potency, µM (titrated, usually from 154 µM), for inactives: top-dose activation, most hits filed as activators. 360,000 compounds, 0.079% hits. AID 720711; note: potency is the fitted concentration of half-maximal effect; nearly all actives have a fitted effect of over 50% in size
Target sequence (Q8WZA2 whole entry, looked up): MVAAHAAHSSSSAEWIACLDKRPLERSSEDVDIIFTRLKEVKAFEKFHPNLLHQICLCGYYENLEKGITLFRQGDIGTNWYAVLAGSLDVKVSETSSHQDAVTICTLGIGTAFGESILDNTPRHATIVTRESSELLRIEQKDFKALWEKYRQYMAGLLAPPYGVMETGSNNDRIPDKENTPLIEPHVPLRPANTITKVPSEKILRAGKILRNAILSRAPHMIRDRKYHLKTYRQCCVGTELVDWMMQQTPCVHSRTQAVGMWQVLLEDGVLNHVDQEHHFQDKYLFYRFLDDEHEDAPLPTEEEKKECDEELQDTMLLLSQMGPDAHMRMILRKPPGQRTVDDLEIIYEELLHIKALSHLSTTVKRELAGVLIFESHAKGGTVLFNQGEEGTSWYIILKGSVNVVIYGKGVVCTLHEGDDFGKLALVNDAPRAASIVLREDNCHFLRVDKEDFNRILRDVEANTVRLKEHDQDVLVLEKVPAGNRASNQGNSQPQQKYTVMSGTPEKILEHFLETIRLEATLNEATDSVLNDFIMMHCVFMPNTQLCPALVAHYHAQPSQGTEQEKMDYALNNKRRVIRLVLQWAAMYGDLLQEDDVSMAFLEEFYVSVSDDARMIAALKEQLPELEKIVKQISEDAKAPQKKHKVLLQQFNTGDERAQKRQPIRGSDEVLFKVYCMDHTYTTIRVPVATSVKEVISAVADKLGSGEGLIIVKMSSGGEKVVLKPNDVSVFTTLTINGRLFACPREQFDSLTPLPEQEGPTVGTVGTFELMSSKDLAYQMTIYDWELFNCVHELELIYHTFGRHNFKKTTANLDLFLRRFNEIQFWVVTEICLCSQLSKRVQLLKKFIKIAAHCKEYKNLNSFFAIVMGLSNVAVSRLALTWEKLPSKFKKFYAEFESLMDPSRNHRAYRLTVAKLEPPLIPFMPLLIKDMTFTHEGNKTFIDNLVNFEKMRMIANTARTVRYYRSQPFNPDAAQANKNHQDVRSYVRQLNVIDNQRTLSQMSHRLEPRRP
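Readout is BODIPY fluorescence (480 nm excitation, 540 nm emission), which falls as labeled GDP is exchanged off Rap1B. EPAC2 at 100 nM acted on 250 nM RAP1B-BODIPY-GDP with 50 uM GDP present.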
aSyn yeast inh: inhibitors of alpha-synuclein toxicity in yeast | Yeast expressing alpha-synuclein, growth rescue, BacTiter-Glo, 24 h | Potency, µM (top dose mostly 46.1 µM), inactives show at the top dose growth rescue (activation), most hits filed as activators | 370,000 compounds, 0.14% hits; note: potency is the fitted concentration of half-maximal effect; % of control where 0% means no effect; nearly all actives have a fitted effect of over 65% in size
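Rescue of yeast growth: cells expressing toxic alpha-synuclein, induced in galactose at OD600 0.02, incubated with compound 24 h at 30 C. ATP luminescence quantified growth; inhibitors of toxicity appear as activators.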
EPAC2 antag: EPAC2 (human) antagonism; 360,000 compounds, 0.18% hits; Q8WZA2; EPAC2 GEF exchange of Rap1B-BODIPY-GDP, fluorescence; AID 720708; Potency, µM (highest dose often 114 µM), for the others: top-dose activity, negative = inhibition, hits mostly inhibitors; note: potency is the fitted concentration of half-maximal effect; % is set by controls: 0 for no effect and ±100 for the full control effect; nearly all actives have a fitted effect of over 45% in size; many of its hits are not listed in these tables
* = called active by the depositor; u = inconclusive; x = not tested or not shown; [ ] = another dose, or the depositor's remark. Unless noted, calls come from the whole dose curve; as a rule, active = well fitted curve in the direction sought with a large enough effect; inconclusive = small, poorly fitted or top-dose-only effect, or another doubt; inactive = no such curve, though single readings can be large; an effect the other way counts as inactive or inconclusive.

The first 5 entries, to show the layout:
1	COc1ccc(C2C=C(c3ccc(C)c(C)c3)Nc3ncnn32)c(OC)c1OC (stereo unspecified)
2	COc1nc(Nc2cccc(C)c2)nc(N2CCCCC2)n1
3	CC(=O)Nc1ccc(S(=O)(=O)Nc2ccc(-n3cnnn3)cc2)cc1
4	CCc1ccc(CNC(=O)c2cccc(-n3cnc4cccnc43)c2C)cc1
5	CC(=O)N1C(C(=O)O)CSC1c1cccc(C)c1 (stereo unspecified)
Assay by compound	1	2	3	4	5
D3 ag	-14	9	2	10	-2
FUS suppressor	30%	x	13%	18%	0%
TDP-43 yeast inh	22%	u	5%	2%	-2%
Abeta rescue	3%	-13%	-4%	17%	14%
DRD3 antagonist	-68*	3	8	x	-2
EPAC2 ag	-3%	-2%	-2%	x	6%
aSyn yeast inh	12%	2%	1%	x	4%
EPAC2 antag	2%	-8%	11%	x	-4%

The listing, from the start:
1	COc1ccc(C2C=C(c3ccc(C)c(C)c3)Nc3ncnn32)c(OC)c1OC (stereo unspecified)
2	COc1nc(Nc2cccc(C)c2)nc(N2CCCCC2)n1
3	CC(=O)Nc1ccc(S(=O)(=O)Nc2ccc(-n3cnnn3)cc2)cc1
4	CCc1ccc(CNC(=O)c2cccc(-n3cnc4cccnc43)c2C)cc1
5	CC(=O)N1C(C(=O)O)CSC1c1cccc(C)c1 (stereo unspecified)
6	O=C1C(CO)C(CO)C(CO)C1CO (stereo unspecified)
Assay by compound	1	2	3	4	5	6
D3 ag	-14	9	2	10	-2	39*
FUS suppressor	30%	x	13%	18%	0%	25%
TDP-43 yeast inh	22%	u	5%	2%	-2%	-39%
Abeta rescue	3%	-13%	-4%	17%	14%	-4%
DRD3 antagonist	-68*	3	8	x	-2	-6
EPAC2 ag	-3%	-2%	-2%	x	6%	13%
aSyn yeast inh	12%	2%	1%	x	4%	-13%
EPAC2 antag	2%	-8%	11%	x	-4%	2%

7	COc1ccc(N2CCN(CCCNC(=O)c3cc(Nc4ccc(OC)cc4OC)nc4ccccc34)CC2)cc1
8	Cc1nc2sc(C(c3ccc(Cl)cc3)N3CCOCC3)c(O)n2n1 (stereo unspecified)
9	COc1ccccc1C(=O)NNC(=O)C1CC=CCC1 (stereo unspecified)
10	Cc1cccc(C)c1OC(=O)C(c1ccccc1)c1ccccc1
11	CC(=O)OCC=C1CCC2C3CC(C)C4=CC(=O)CCC4(C)C3C(O)CC12C (stereo unspecified)
12	CC1(Cc2c(Cl)cccc2Cl)C(=O)Nc2cc(-c3ccccc3Cl)ccc21 (stereo unspecified)
Assay by compound	7	8	9	10	11	12
D3 ag	0	0	-7	-11	0	-5
FUS suppressor	1%	1%	4%	-15%	43%	15%
TDP-43 yeast inh	20%	1%	-9%	-4%	11%	13%
Abeta rescue	-10%	7%	-6%	2%	-15%	27%
DRD3 antagonist	x	26	-4	0	0	-17
EPAC2 ag	x	-4%	-1%	19%	12%	17%
aSyn yeast inh	x	0%	-5%	3%	u	-3%
EPAC2 antag	x	2%	16%	-24%	2%	-19%

Single records (already shown). Order of values: D3 ag | FUS suppressor | TDP-43 yeast inh | Abeta rescue | DRD3 antagonist | EPAC2 ag | aSyn yeast inh | EPAC2 antag
COc1ccccc1C(=O)NNC(=O)C1CC=CCC1 (stereo unspecified) reads -7 | 4% | -9% | -6% | -4 | -1% | -5% | 16%
O=C1C(CO)C(CO)C(CO)C1CO (stereo unspecified) reads 39* | 25% | -39% | -4% | -6 | 13% | -13% | 2%

Next section:
13	CC1(C)C(c2ccccn2)=[N+]([O-])C(C)(C)N1O
14	CN1OC[C@@H]2CN[C@H](c3cccc(-c4ccccc4)c3)C[C@@H]21
15	CC(=O)c1c(C)[nH]c(C(=O)COC(=O)C2(C)CC2(Cl)Cl)c1C (stereo unspecified)
16	COc1ccc(C(C#N)N2N=C(C)CC2(C)C)cc1OC (stereo unspecified)
17	COc1ccc(-n2nc(C(=O)NCc3ccco3)c3ccccc3c2=O)cc1
18	O=C(Nc1ccc2c(c1)OCO2)c1cnc(Cl)c(Cl)c1
Assay by compound	13	14	15	16	17	18
D3 ag	9	-17	2	-1	1	-2
FUS suppressor	-18%	-17%	9%	-25%	11%	24%
TDP-43 yeast inh	-8%	6%	u	-6%	-10%	-9%
Abeta rescue	-15%	-7%	-3%	-16%	6%	-3%
DRD3 antagonist	8	-23	6	2	-24	-5
EPAC2 ag	9%	10%	-6%	-1%	1%	6%
aSyn yeast inh	-3%	-1%	9%	1%	-10%	-4%
EPAC2 antag	6%	-4%	-5%	-1%	1%	-4%

19	CCCC(=O)N1CCN(Cc2ccc3c(c2)OCO3)CC1
20	Cc1ccc(S(=O)(=O)c2cc3cc(Br)ccc3oc2=O)cc1
21	COc1cc(/C=C/C(=O)OCC(=O)NC(=O)NC(C)C)ccc1O
22	Cn1c(N)c(S(=O)(=O)NCc2ccc(F)cc2)c(=O)n(C)c1=O
23	O=C(NCCN1CCC(Cc2ccccc2)CC1)C1CCCN(S(=O)(=O)c2cnc[nH]2)C1 (stereo unspecified)
24	Cc1ccc(Cl)cc1NC(=O)Cc1ccc(-n2c(C)nc3cccnc32)cc1
Assay by compound	19	20	21	22	23	24
D3 ag	-2	4	5	3	-15	-19
FUS suppressor	x	x	9%	4%	-6%	0%
TDP-43 yeast inh	3%	-12%	8%	15%	6%	-9%
Abeta rescue	13%	-10%	11%	16%	-18%	-15%
DRD3 antagonist	u	1	-1	10	-77*	x
EPAC2 ag	0%	-1%	3%	4%	7%	x
aSyn yeast inh	-1%	-4%	1%	2%	-7%	x
EPAC2 antag	-3%	-1%	2%	-23%	0%	x

25	C=CC[C@H](CC(=O)OC(C)(C)C)C(=O)OC[C@H]1CCCN1C(=O)[C@H](CC=C)CC(=O)NCCO
26	COC(=O)C1=C(C)N(C)C(=O)NC1c1ccc([N+](=O)[O-])o1 (stereo unspecified)
27	Cc1cc(=O)oc2cc(OC(=O)CCCCCN3C(=O)c4ccccc4C3=O)ccc12
28	CCOCCCN(C)C1CCN(S(=O)(=O)c2csc(C(N)=O)c2)CC1
29	O=C(CN1C(=O)CSc2ccc(S(=O)(=O)N3CCCCC3)cc21)NCc1ccc(F)cc1Cl
30	COc1ccc(/C=N/n2c(SC)nnc2-c2ccccc2)c(OC)c1OC
Assay by compound	25	26	27	28	29	30
D3 ag	8	-4	4	-2	-16	0
FUS suppressor	9%	-28%	8%	13%	u	5%
TDP-43 yeast inh	-1%	-19%	4%	5%	8%	5%
Abeta rescue	-4%	-10%	5%	2%	-3%	7%
DRD3 antagonist	u	-11	-4	2	x	21
EPAC2 ag	0%	8%	-6%	4%	x	-11%
aSyn yeast inh	-5%	-1%	13%	-4%	-1%	3%
EPAC2 antag	20%	9%[57.1 µM]	-6%	3%	x	-12%[57.1 µM]

31	NC(=O)C1(Nc2ccc([N+](=O)[O-])cc2)CCCC1
32	CCN(Cc1ccccc1)C(=O)Nc1ccc2c(c1)N(C)C(=O)c1ccccc1S2
33	Cc1ccc(S(=O)(=O)CC(=O)Nc2nnc(C)s2)cc1
34	O=C(O)c1ccc(NS(=O)(=O)c2ccc(Cl)c(Cl)c2)cc1O
35	COc1cc(/C=C/C(=O)OCC(=O)NC(=O)NC2CCCC2)ccc1OCC#N
36	Brc1ccccc1OCCN1CCCC1
Assay by compound	31	32	33	34	35	36
D3 ag	0	-10	1	-2	0	-12
FUS suppressor	3%	-20%	-8%	5%	22%	5%
TDP-43 yeast inh	-11%	-2%	-15%	2%	8%	-13%
Abeta rescue	-4%	-6%	u	-5%	9%	11%
DRD3 antagonist	-15	x	3	0	-7	-62*
EPAC2 ag	4%	x	10%	-1%	-9%	8%
aSyn yeast inh	0%	x	1%	0%	8%	-12%
EPAC2 antag	2%	x	4%	-7%	22%	6%

37	CC(C)CC(=O)NC(=S)NNC(=O)c1ccc(NC(=O)C2CCCCC2)cc1
38	COCCNC(=S)NNC(=O)c1ccc(-n2cnnn2)cc1
39	CCC1=Nc2ccccc2NC2=C1C(=O)CCC2
40	CC(=O)Nc1cc2c(c(Cl)c1Cl)-c1ccccc1C2=O
41	CC1(C)N=C(c2ccccc2)C(c2ccccc2)=N1
42	C=CCN(CC=C)C(=O)CN1C(=O)NC(c2ccccc2)(c2ccccc2)C1=O
Assay by compound	37	38	39	40	41	42
D3 ag	-7	7	-6	-8	7	1
FUS suppressor	12%	-5%	49%	20%	-17%	1%
TDP-43 yeast inh	12%	29%	-40%[inhibitor]	8%	-7%	-18%
Abeta rescue	21%	1%	-16%	1%	5%	-5%
DRD3 antagonist	u	-6	-20	0	-9	4
EPAC2 ag	-1%	5%	0%	6%	10%	2%
aSyn yeast inh	2%	1%	1%	9%	0%	0%
EPAC2 antag	4%	-1%	23%	-6%	-3%	-9%

43	CCC(C)(C)NC(=O)C(c1sccc1C)N(Cc1ccco1)C(=O)c1csnn1 (stereo unspecified)
44	Cc1ccc(NC(=O)CN2C(=O)COc3ccc(S(=O)(=O)N4CCCC4)cc32)c(C)c1
45	O=C(NNC(=O)C1[C@H]2CCCC[C@@H]12)Nc1cccc2ccccc12 (stereo partly specified)
46	O=C(Nc1ccc(C(=O)O)cc1)/C(=C\C=C\c1ccccc1)NC(=O)c1ccccc1Cl
47	CCc1nnc(NC(=O)CSc2nccn2-c2cc(C)cc(C)c2)s1
48	Cc1ccc(NC(=O)C(Cc2c[nH]c3ccccc23)NC(=O)OC(C)(C)C)c(C)c1 (stereo unspecified)
Assay by compound	43	44	45	46	47	48
D3 ag	1	-3	-6	1	0	-13
FUS suppressor	0%	9%	-2%	16%	23%	14%
TDP-43 yeast inh	-8%	-11%	1%	4%	u	17%[9.22 µM]
Abeta rescue	-18%	11%	11%	u	-5%	16%
DRD3 antagonist	7	-13	11	7	11	x
EPAC2 ag	5%	4%	3%	6%	11%	x
aSyn yeast inh	6%	4%	3%	-4%	13%	x
EPAC2 antag	-11%	-3%	1%	9%	-18%	x

49	CCOc1ccc(S(=O)(=O)NCc2ccccc2)cc1C(N)=O
50	Cc1cc(N2CCC(C)CC2)nc2ccc(NC(=O)Cc3c(F)cccc3Cl)cc12
51	c1ccc(CCNc2nc(-c3cccnc3)cs2)cc1
52	CCc1nc2sc3c(c2c(=O)n1CCO)CCC3
Assay by compound	49	50	51	52
D3 ag	11	-6	2	7
FUS suppressor	7%	16%	42%	-20%
TDP-43 yeast inh	-4%	-13%	2%	-8%
Abeta rescue	3%	-22%	-14%	-6%
DRD3 antagonist	11	x	2	-3
EPAC2 ag	5%	x	9%	4%
aSyn yeast inh	2%	x	-16%	9%
EPAC2 antag	-9%	x	-12%	17%

An excerpt, so the mix of outcomes need not match the whole.
